# Source: PubChem BioAssay
# Dicer processing = human Dicer pre-microRNA cleavage inhibition | Q9UPY3 | cat-ELCCA pre-miR-21 Dicer processing, chemiluminescence; stronger effect = higher value | z-score at 25 µM | 6% of 47,000 active | AID 1347074; in the data active = z-score above about 3, passing the limit was not always enough;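 also: plate controls were vehicle for no effect and no enzyme for full effect; higher signal means more uncleaved substrate so more Dicer inhibition; strong numbers were not always called active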
# An asterisk follows results filed as active.
SMILES,Dicer processing
C=CCc1ccccc1OCC(O)Cn1cnc2ccccc21 (configuration not stated),0.86
Cc1c(C(=O)OCc2ccccc2)c2cc(NS(=O)(=O)N(C)C)ccc2n1S(=O)(=O)N(C)C,1.2
NN/C(N)=N/C(N)=Nc1cccc(F)c1,0.85
CCCOc1ccc(C2C(C(=O)OC)=C(C)NC3=C2C(=O)CC(c2ccc(OC)cc2)C3)cc1 (configuration not stated),2.1
CS(=N)(=O)c1ccc(Oc2ccc([N+](=O)[O-])cn2)cc1 (configuration not stated),-1
Cc1ccc(CSC2=NCN(C(C)(C)C)CN2)cc1,-0.38
CCOC(=O)N/N=C(\C)c1ccccc1-c1ccccc1/C(C)=N/NC(=O)OCC,-0.53
O=C(Cn1c(NCCCO)nc2ccccc21)c1cccs1,1.2
CC(=O)Nc1nc([N+](=O)[O-])c(SCC(=O)O)s1,2.5
COC(=O)c1sccc1OS(=O)(=O)c1cc([N+](=O)[O-])ccc1C,-5.5
COc1ccccc1C1C(C(=O)OCC2CCCO2)=C(C)NC2=C1C(=O)CCC2 (configuration not stated),-0.11
Cc1cc(=O)[nH]c(SCc2ccc(/C=C/c3c(F)cccc3Cl)cc2)n1,1.3
CCc1ccc(C(=O)CC2(O)C(=O)Nc3ccc(Cl)cc32)cc1 (configuration not stated),-0.03
O=C(Cn1c(=O)oc2ccccc21)Nc1nncs1,-0.26
CCOc1cc(C2C3=C(CCCC3=O)NC3=C2C(=O)CCC3)cc(Cl)c1O,0.04
COC(=O)C(Cc1ccccc1)NC(=O)C(N)CC(=O)O (configuration not stated),0.23
CC(C(=O)O)c1ccc2c(c1)[nH]c1ccc(Cl)cc12 (configuration not stated),-0.21
O=C1CC(C(=O)NCC2OCCc3ccccc32)C2(CCCCC2)O1 (configuration not stated),-0.57
Clc1ccc2c(c1)NC(c1ccc3c(c1)OCO3)O2 (configuration not stated),-0.86
CNS(=O)(=O)c1cc(-c2nnc(Nc3ccc4c(c3)OCO4)c3ccccc23)ccc1C,4.8*
COc1ccc(-c2nc3n(n2)C(c2cc(OC)ccc2OC)C2=C(CC(C)(C)CC2=O)N3)cc1 (configuration not stated),-0.93
CN1N=C2c3ccccc3CCC2C1c1ccc(C#N)cc1 (configuration not stated),0.03
Cc1cccc(-c2nc(NCCCN(C)C)c3ccccc3n2)c1,-0.27
Nc1c(C(=O)Nc2ccccc2F)sc2nc(-c3cccs3)cc(C(F)(F)F)c12,0.54
Cc1ccccc1-n1ccc(=O)[nH]c1=O,1

# Looked up above:
# Cc1cc(=O)[nH]c(SCc2ccc(/C=C/c3c(F)cccc3Cl)cc2)n1 @ Dicer processing: 1.3
# O=C(Cn1c(=O)oc2ccccc21)Nc1nncs1 @ Dicer processing: -0.26
# COC(=O)C(Cc1ccccc1)NC(=O)C(N)CC(=O)O (configuration not stated) @ Dicer processing: 0.23
# COc1ccccc1C1C(C(=O)OCC2CCCO2)=C(C)NC2=C1C(=O)CCC2 (configuration not stated) @ Dicer processing: -0.11
# CN1N=C2c3ccccc3CCC2C1c1ccc(C#N)cc1 (configuration not stated) @ Dicer processing: 0.03
# CCOC(=O)N/N=C(\C)c1ccccc1-c1ccccc1/C(C)=N/NC(=O)OCC @ Dicer processing: -0.53

# Following part:
SMILES,Dicer processing
COc1cc(/C=N/NC(=S)NCCc2ccccc2)cc(OC)c1OC,-0.71
Cn1c(N)c(C#N)c2ccc([N+](=O)[O-])cc2c1=O,0.06
CCN(CC)CCn1c2ccccc2n2cc(-c3ccc(OC)c(OC)c3)nc12,0.67
O=C(NNC(=O)c1cc(Cl)cc(Cl)c1)NC(=O)c1ccccc1Cl,0.69
Cc1ccc2nc(SCc3nc(-c4ccc(Br)cc4)no3)[nH]c2c1,0.97
O=C(O)CCC1=NN2C=Nc3sc4c(c3C2NC1=O)CCCC4 (configuration not stated),3.3*
O=C1CC(c2ccccc2)c2ccc3ccccc3c2N1 (configuration not stated),0.69
O=c1cc(CSc2n[nH]c(=O)n2C2CC2)c2ccc(O)cc2o1,0.3
CCCS(=O)(=O)/C(C#N)=C/Nc1ccc2c(c1)OCCO2,-0.56
Cc1cc(N2CCN(S(=O)(=O)c3ccccc3)CC2)c2ccccc2n1,0.81
COC(=O)CSC1=C(C#N)C(c2ccc(Cl)cc2)CC(=O)N1 (configuration not stated),0.3
Cn1cc(-c2ccccc2)c(C(F)(F)F)n1,1.7
O=C1C2C3c4ccccc4C(c4ccccc43)C2C(=O)N1c1ccc(Cl)c(Cl)c1 (configuration not stated),1.1
Cc1nc(C)c(-c2ccn(C(=O)c3ccc(Cl)cc3)n2)o1,-0.5
COc1ccc(NCC(O)Cn2c3ccccc3c3ccccc32)cc1 (configuration not stated),9
S=C1SCN(C2CCCCC2)CN1C1CCCCC1,2.4
CCOC(=O)N/N=C/c1ccc(N(C)C)cc1Cl,0.93
CN(C)c1ccc(-c2nc3n(n2)C(c2ccc(F)cc2)C2=C(CC(C)(C)CC2=O)N3)cc1 (configuration not stated),4.6*
CCOC(=O)CCC(C#N)(c1cc(OC)c(OC)c(OC)c1)N1CCOCC1 (configuration not stated),0.45
Cn1cnc([N+](=O)[O-])c1Sc1cccc(C(F)(F)F)c1,-2.2
COC(=O)c1ccc(N2C(=O)C3C4C=CC(CC4)C3C2=O)cc1 (configuration not stated),-0.19
Cc1ccc(-c2nn3c(C)nnc3s2)cc1NC(=O)CC(C)C,2
CC(C)CN1C(=O)C(=O)/C(=C(\O)c2ccc(Cl)cc2)C1c1cccc(O)c1 (configuration not stated),-0.91
Cc1ccc(S(=O)(=O)N2C=Cc3ccccc3C2C#N)cc1 (configuration not stated),-1.5
COc1ccc(Cc2nnc(SCc3ccc(C(N)=O)cc3)n2-c2ccc(F)cc2)cc1OC,-0.36
# Next structures
SMILES,Dicer processing
COc1cc2ncnc(NC(C)C)c2cc1OC,-0.54
Cc1c(OCC(F)(F)F)ccnc1CS(=O)c1nc2ccccc2[nH]1 (configuration not stated),-1.1
CCc1nc(C)cn1S(=O)(=O)c1cc(C(C)C)c(C)cc1OC,-0.18
O=C1CCC(=O)N1c1ccc(-c2nc3sc4c(c3c(=O)o2)CCC4)cc1,1.8
S=c1[nH]ccn1-c1ccccc1Cl,2.5
O=C(Nc1ccc(F)cc1)C1CC(=O)n2c(nc3ccccc32)N1 (configuration not stated),0.74
COc1ccc(-c2c(C#N)c(N)nc3c2CCCCCC3)cc1,-0.04
Cc1ccc(S(=O)(=O)NC(=O)NN2CC3CCCC3C2)cc1 (configuration not stated),-0.4
Cc1cc(C)cc(OC(=O)c2ccc(Cl)c(Cl)c2)c1,1.5
CC(C)(C)C(=O)OC[C@H]1O[C@@H](n2cnc3c(=O)[nH]cnc32)C[C@@H]1O,0.12
c1nc(NCCCN2CCOCC2)c2sccc2n1,-0.1
NC(CC(=O)O)c1ccccc1[N+](=O)[O-] (configuration not stated),-1.1
COc1cc(C2NC(=O)c3c(sc4c3CCN(C)C4)N2)ccc1O (configuration not stated),0.59
O=C(CC1(O)C(=O)N(CCCc2ccccc2)c2ccccc21)c1cccc(Br)c1 (configuration not stated),-0.33
CN(C)/C=C(\Sc1ncccn1)C(=O)c1ccc(Cl)cc1,-0.19
Cc1cc(C)n2ncc(C(=O)Nc3ccc(F)cc3F)c2n1,-0.92
Cc1ccnc(NC(=O)Cn2nc([N+](=O)[O-])c(Br)c2C)c1,1.1
N#Cc1ccc(-c2ccc(Cl)cc2[N+](=O)[O-])o1,-1.9
FC(F)(F)c1ccc(-c2nnc(-c3ccc4nccnc4c3)o2)cc1,-0.74
CSC(=NC#N)/N=c1/nc(SC)n(C)n1C,0.53
Fc1ccc(Nc2nnc(-c3ccccc3Cl)s2)cc1,0.85
Cc1cc(=O)n2[nH]c(-c3sc4ccc(Cl)cc4c3C)cc2n1,0.05
CC(=O)Nc1nccc(-c2cc(-c3cccc(C(F)(F)F)c3)no2)n1,-0.17
Nc1nc2c(c(=O)[nH]1)C[C@@H](CCc1ccc(C(=O)N[C@@H](CCC(=O)O)C(=O)O)cc1)CN2,0.06
COc1cc(-c2nc3c([nH]2)c(=O)n(C)c(=O)n3C)ccc1O,-2.7
# Next part.
SMILES,Dicer processing
CC(=O)C(C)(C)OC(=O)NCc1cccs1,-3.2
COCCOC(=O)C1=C(C)NC2=C(C(=O)CC(C)(C)C2)C1c1cccc(OC)c1OC (configuration not stated),0.53
CC(=O)Oc1cccc(OC(C)=O)c1[N+](=O)[O-],-0.39
Cc1ccc(Cl)cc1NC(=S)N(C)N,0.24
CC(C(=O)O)N1C(=O)CSC1=O (configuration not stated),-0.14
COc1ccc(C(O[C@H]2C[C@H](n3cc(C)c(=O)[nH]c3=O)O[C@@H]2CO)(c2ccccc2)c2ccc(OC)cc2)cc1,-1
O=C(Nc1nnc(C2CC2)s1)C1CC1,-1.1
O=C(c1nc2nc(-c3ccccc3)cc(C(F)(F)F)n2n1)N1CCOCC1,-0.57
Cc1onc(-c2ccccc2Cl)c1C(=O)ONC1=NCCCC1,-0.21
CSc1sc(-c2ccno2)c(-c2ccco2)c1C#N,0.72
CC(C)S(=O)(=O)c1csc(NC(=O)Nc2c(Cl)cc(Cl)cc2Cl)c1Cl,0.24
COc1cccc(-c2nc(-c3cc4cc(OC)ccc4[nH]c3=O)no2)c1,0.46
Cn1nc(-c2ccc(Cl)cc2)cc1NC(=O)CC(C)(C)CC(=O)O,-0.19
COc1ccc2cc(/C(C)=N/OC(=O)C(C)(C)C)ccc2c1,-1.2
OC[C@H]1O[C@@H](n2cnc3cncnc32)[C@H](O)[C@@H]1O,-0.57
CN(C)/C=N/c1c(C#N)nnn1-c1cc(Cl)cc(Cl)c1,-0.81
O=C(Nc1cccc(-n2cccc2)c1)c1cccc2c1OCCCO2,0.47
C#CCn1c2ccccc2c2ccccc21,-1
NCCCCN=C(N)N,-1.9
CCSCCOC(=O)C1=C(C)NC2=C(C(=O)CC(c3cccs3)C2)C1c1ccc(C)o1 (configuration not stated),0.78
COc1cc(CN2CCN(Cc3cccc4ccccc34)CC2)cc(OC)c1,3.7*
CCCc1cc(C(=O)Nc2ccc(N(CC)CC)cc2)nn1-c1ccccc1,4.4*
CN(CCc1ccccn1)Cc1ccccc1F,1.3
N/C(CC1CC1(Cl)Cl)=N\OC(=O)c1ccccc1 (configuration not stated),1.9
Cc1cccc(Nc2nc3nonc3nc2Nc2ccc(F)cc2)c1C,2.4
# The results go on:
SMILES,Dicer processing
O=C(O)CSc1ccnc2cc(Cl)ccc12,-1.5
COC(=O)Nc1sc(C(=O)N(C)C)c(C)c1C(=O)OC,1.8
COc1ccc(C(O)(c2ccccc2)c2ccccc2)cc1,1.9
CN(C1CCCCC1)S(C)(=O)=O,0.2
COCCOC(=O)C1=C(C)NC2=C(C(=O)CCC2)C1c1ccc(C)s1 (configuration not stated),1
O=C(N1CCOCC1)N1CCN(c2ccccc2F)CC1,-0.88
Cc1ccc(S(=O)(=O)C(CC(=O)c2ccco2)c2ccc(Cl)cc2)cc1 (configuration not stated),2.3
CC(=O)Oc1ccc(C2(c3ccc(OC(C)=O)cc3)OC(=O)c3ccccc32)cc1,1.4
COc1nnc(-c2ccc(C)c(S(=O)(=O)N(C)C)c2)c2ccccc12,-0.74
O=C(O)/C=C/C(=O)Nc1ccc(N2CCCCCC2)c(NC(=O)/C=C/C(=O)O)c1,6.7
CN(C)/C=C1\C(=O)c2ccccc2N(C)S1(=O)=O,-0.22
Cc1nc(-c2nc(CC(=O)NNC(=O)Nc3c(C)cccc3C)cs2)cs1,-0.49
COc1cccc(NC(=S)N=S(C)(=O)c2ccccc2)c1 (configuration not stated),0.24
O=C1SCCC1NC(=O)C1c2ccccc2Oc2ccccc21 (configuration not stated),1.4
O=C1CC(Nc2ccccc2)C=C1Nc1ccccc1 (configuration not stated),-0.09
N#Cc1cnc(Sc2nnc(-c3cccs3)n2-c2ccc(Cl)cc2)nc1N,-0.15
CC(=O)NNC(=O)Cc1sc2ccc(Cl)cc2c1C,-4.2
COCCOC(=O)c1c(C)oc2ccc(OC(C)C(=O)OC)cc12 (configuration not stated),0.87
Fc1ccccc1CN1CCN(C2CCCCC2)CC1,4.1*
COc1cc2c(cc1OC)/C(=C\C#N)NCC2,-1.4
CC(C)(C)c1ccc(Oc2ccc(NC(=O)Nc3cccs3)cn2)cc1,-0.14
O=C1CCc2cc(C(=O)CSc3ccccc3)ccc2N1,-1.6
O=C(NNc1ccc(Cl)c(Cl)c1)c1ccccc1NC(=O)c1cccnc1Oc1ccccc1,-0.79
Cc1cc(C)c2nc(NC3=NC(c4ccccc4)CC(=O)N3)nc(C)c2c1 (configuration not stated),3.5*
COc1cc(-c2nc3cc(Cl)ccc3c(=O)o2)ccc1OC(C)=O,-0.45

# Structural class: those above containing a CF3 group (7)
SMILES,Dicer processing
Nc1c(C(=O)Nc2ccccc2F)sc2nc(-c3cccs3)cc(C(F)(F)F)c12,0.54
Cn1cc(-c2ccccc2)c(C(F)(F)F)n1,1.7
Cn1cnc([N+](=O)[O-])c1Sc1cccc(C(F)(F)F)c1,-2.2
Cc1c(OCC(F)(F)F)ccnc1CS(=O)c1nc2ccccc2[nH]1 (configuration not stated),-1.1
FC(F)(F)c1ccc(-c2nnc(-c3ccc4nccnc4c3)o2)cc1,-0.74
CC(=O)Nc1nccc(-c2cc(-c3cccc(C(F)(F)F)c3)no2)n1,-0.17
O=C(c1nc2nc(-c3ccccc3)cc(C(F)(F)F)n2n1)N1CCOCC1,-0.57

# Continued.
SMILES,Dicer processing
O=C(c1nc2ncccn2n1)N1CCN(c2ccc(F)cc2)CC1,0.94
CCOC(=O)c1cnn(C(=O)OCC)c1N,0.79
Cc1cccc2c1N(C(=S)Nc1ccccc1Cl)CCC2,1.6
COC(=O)c1ccc(C2Nc3c(OC)cc(OC)cc3C3C=CCC32)cc1 (configuration not stated),1.6
O=[N+]([O-])c1cnc(Sc2nnc(-c3ccco3)n2-c2ccc(OCc3ccccc3)cc2)s1,-0.96
Cn1nnnc1SCCNCc1ccccc1Cl,-0.29
Cc1nn(-c2cc(Cl)ccc2Cl)c(N)c1-c1nc(-c2ccccc2)cs1,0.61

# A portion of the results above, for reference:
SMILES,Dicer processing
O=C(c1nc2ncccn2n1)N1CCN(c2ccc(F)cc2)CC1,0.94
CCOC(=O)c1cnn(C(=O)OCC)c1N,0.79

# The list is partial. The share of hits here may be higher or lower than overall.
